TRPC6 act = mouse TRPC6 channel activators, primary screen, cell-based, HEK293, membrane potential dye. Short transient receptor potential channel 6 (Mus musculus), Q61143. AID 2550, 2010. B-score at 10 µM. hit rate 0.13% among 310,000. HEK293-TRPC6 membrane potential dye fluorescence; hits give high values;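 active = B-score of the integrated fluorescence ratio above library mean plus 3 SD, and starting fluorescence ratio within library mean plus 5 SD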;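 also: higher score means more depolarization so channel activation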
PolyA inh = polyadenylation inhibitors in yeast reporter cells, primary screen, luminescence, S. cerevisiae; S. cerevisiae SKY197-pL101 polyadenylation reporter, beta-gal luminescence; efflux-impaired pdr1/pdr3 knockout yeast; score 100 = 6 SD above DMSO; calls only at 12 µM; hit rate 0.02% among 300,000;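 active = lowest replicate activity score at least 50, where 100 means six control SD above control mean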;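 also: yeast exposed to compound for 9 h at 30 °C; higher score means more reporter readthrough which indicates perturbed polyadenylation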
TRPC4 PAM = positive allosteric modulators of TRPC4, primary screen, cell-based, mouse TRPC4beta, HEK293 mu-opioid, Fluo-4 calcium. AID 2227, 2009. Short transient receptor potential channel 4 (Mus musculus), Q9QUQ5. DAMGO EC20, Fluo-4 Ca2+ flux; hits give high values. B-score at 10 µM. hit rate 0.42% among 310,000;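 active = B-score of calcium response area above 5 SD of library B-scores, with initial fluorescence ratio within 5 SD of library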;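 also: B-score of integrated fluorescence ratio over time as area under calcium response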
Target sequence (Q9QUQ5 whole entry, looked up): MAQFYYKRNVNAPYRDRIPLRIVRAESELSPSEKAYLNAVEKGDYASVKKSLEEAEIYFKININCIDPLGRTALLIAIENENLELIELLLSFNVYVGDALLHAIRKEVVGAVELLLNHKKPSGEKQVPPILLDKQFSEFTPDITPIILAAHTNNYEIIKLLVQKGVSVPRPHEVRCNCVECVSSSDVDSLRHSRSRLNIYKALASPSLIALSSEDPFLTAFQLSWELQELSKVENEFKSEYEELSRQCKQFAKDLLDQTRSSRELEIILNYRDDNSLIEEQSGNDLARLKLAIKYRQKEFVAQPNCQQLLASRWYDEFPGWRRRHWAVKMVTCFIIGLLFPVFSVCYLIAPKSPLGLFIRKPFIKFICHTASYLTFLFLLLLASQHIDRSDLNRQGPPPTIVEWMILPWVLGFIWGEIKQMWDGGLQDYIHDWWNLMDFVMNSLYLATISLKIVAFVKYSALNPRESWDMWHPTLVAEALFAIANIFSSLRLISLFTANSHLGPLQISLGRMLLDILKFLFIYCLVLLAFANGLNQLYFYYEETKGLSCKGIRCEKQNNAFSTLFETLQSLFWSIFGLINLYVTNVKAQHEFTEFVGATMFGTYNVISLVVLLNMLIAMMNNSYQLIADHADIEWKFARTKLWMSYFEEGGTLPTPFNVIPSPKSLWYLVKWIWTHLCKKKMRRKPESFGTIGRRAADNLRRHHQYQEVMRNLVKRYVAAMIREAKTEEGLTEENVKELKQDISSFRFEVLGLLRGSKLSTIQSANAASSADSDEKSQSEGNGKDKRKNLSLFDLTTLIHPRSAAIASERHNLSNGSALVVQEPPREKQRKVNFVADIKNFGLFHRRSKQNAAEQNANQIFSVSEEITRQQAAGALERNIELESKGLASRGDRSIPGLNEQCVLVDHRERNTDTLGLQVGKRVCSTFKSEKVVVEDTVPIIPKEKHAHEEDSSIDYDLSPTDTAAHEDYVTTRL
TRPC4 act = activators of mouse TRPC4 channel, primary screen, Fluo4 calcium, HEK293 TRPC4beta/mu-opioid cells | Short transient receptor potential channel 4 (Mus musculus), Q9QUQ5 | Fluo4 calcium fluorescence; hits give high values | B-score at 10 µM | hit rate 0.49% among 310,000 | AID 2237, 2010;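 active = B-score above 5 SD of library B-scores, and initial fluorescence ratio not above library mean plus 5 SD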;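 also: positive B-score marks a calcium rise read as TRPC4 activation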
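System: HEK293 cells stably co-expressing mouse TRPC4beta and mu-opioid receptor; Schedule: Fluo4 dye loading 45 min at room temperature, 110 s recording; Detection: Fluo4 fluorescence, kinetic; Evaluation: B-scored integrated calcium fluorescence ratio; Controls: buffer (low) and maximal DAMGO (high).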
TRPC4 inh = inhibitors of mouse TRPC4 channel, primary screen, Fluo4 calcium, HEK293 TRPC4beta/mu-opioid cells. B-score at 10 µM. hit rate 0.39% among 300,000. Short transient receptor potential channel 4 (Mus musculus), Q9QUQ5. DAMGO-evoked Fluo4 calcium flux; hits give low values;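 active = B-score over 3 SD under the library average, no early fluorescence shift, positive overall ratio signal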
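Material: HEK293 cells with stable TRPC4beta plus mu-opioid receptor expression; probe or stimulus: DAMGO in two steps, submaximal then maximal; technique: Fluo4 calcium fluorescence by kinetic imaging, 5 s 1 Hz baseline; measure: integrated fluorescence ratio relative to baseline, converted to per-well B score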
TRPC6 inhibitor = mouse TRPC6 channel inhibitors, primary screen, cell-based, HEK293, membrane potential dye; ACh-evoked depolarization; hits give low values; B-score at 10 µM; hit rate 1.1% among 310,000; AID 2553, 2010;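 active = B-score under library mean minus 3 SD, initial fluorescence not abnormally high, positive integrated signal ratio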;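 also: B-score derived from integrated fluorescence ratio over the kinetic read; more negative B-score means stronger inhibition of depolarization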
MrgX1 allo act = positive allosteric modulators of MrgX1, primary screen, HEK293 cells, Fluo-4 calcium flux; Mas-related G-protein coupled receptor member X1 (Homo sapiens), Q96LB2; FDSS; hits give high values; B-score at 10 µM; hit rate 0.63% among 310,000;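 active = plate-corrected calcium response at least 3 library SD above typical, normal starting fluorescence, not activating the receptor alone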;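 also: compound read alongside a low EC10 to EC30 dose of BAM8-22 agonist; peak minus trough fluorescence over baseline measured at the second addition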
MrgX1 agonist = agonists of human MrgX1 receptor, primary screen, HEK293 cells, Fluo-4 calcium flux. B-score at 10 µM. Fluo-4 calcium fluorescence, agonist mode; hits give high values. hit rate 0.44% among 310,000. Mas-related G-protein coupled receptor member X1 (Homo sapiens), Q96LB2;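 active = calcium response B-score plate-corrected fluorescence ratio at least 3 library SD, with starting fluorescence B-score inside 5 SD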
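times = overnight plating, then 30 min 37 °C plus 30 min room-temperature dye loading | assay system = stable human MrgX1 HEK293 cell line | input = fifteen thousand cells per well | signal = kinetic calcium dye fluorescence, Fluo-4 NW | dosing = compound delivered in addition one of three | read-out = B-scored fluorescence response ratio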
HIF act = HIF pathway transcriptional activators, primary screen, cell-based, U2OS HRE-luciferase, luminescence. U2OS HRE-luciferase reporter; normalized: DMSO 0%, desferrioxamine 100%. activation, % at 7.5 µM (by protocol). hit rate 0.32% among 300,000;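 active = mean activation of at least 10% of the iron chelator positive control signal, with at least half of replicates also reaching 10%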
AI-2 QS modul = Vibrio harveyi AI-2 quorum sensing modulators, primary screen, JMH597 strain, luminescence/OD600 ratio; Vibrio harveyi JMH597 AI-2 luminescence/OD600 ratio, 9 h; hits give low values; strain lacks LuxN and CqsS sensors; 0 = neutral-control median; activity change, % at 7.5 µM; hit rate 0.4% among 300,000; AID 2094, 2009; in the data active = activity change below about -75%, passing the limit was not always enough;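 also: luminescence divided by OD600 gain over 9 h not by final OD600 alone; inactives centre near 13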
MrgX1 antagonist = antagonists of human MrgX1 receptor, primary screen, HEK293 cells, Fluo-4 calcium flux | Mas-related G-protein coupled receptor member X1 (Homo sapiens), Q96LB2 | BAM8-22 antagonism; hits give low values | B-score at 10 µM | hit rate 1.3% among 310,000 | AID 588676, 2011;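 active = calcium-response B-score plate-corrected more than 3 library SD below zero, starting fluorescence within 5 deviations, no agonist response on first addition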;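 also: peak minus trough fluorescence over baseline after final BAM8-22 challenge near maximal dose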
* = called active by the depositor; i = inactive; nt = no result given. The list is partial. The share of hits here may be higher or lower than overall.

SMILES	TRPC6 act	PolyA inh	TRPC4 PAM	TRPC4 act	TRPC4 inh	TRPC6 inhibitor	MrgX1 allo act	MrgX1 agonist	HIF act	AI-2 QS modul	MrgX1 antagonist
CCN(CC)S(=O)(=O)c1ccc(C(=O)Nc2ncn(Cc3ccccc3)n2)cc1	i	i	i	i	i	i	i	i	-0.7	-23	i
COc1ccc(CCN(C)C(=S)NC(=O)c2ccc(F)cc2Cl)cc1OC	i	i	i	i	i	i	i	i	-0.4	21	i
COC(=O)c1cccc(NC(=O)c2cc(OC)c(OC)c(OC)c2Br)c1	i	i	i	i	i	i	i	i	-0.1	30	i
CCc1c(C)nc(N)n2c(SCC(=O)NC3CCCCC3)nnc12	i	i	i	i	i	i	i	i	-0.3	16	i
Cc1ccccc1C(=O)NCC(=O)Nc1ccc(C)c(S(=O)(=O)N2CCCCCC2)c1	i	nt	i	i	i	i	i	i	0.2	18	i
CCCN1CCN(C(=O)c2ccccc2-c2nc3ccccc3s2)CC1	i	i	i	i	i	i	i	i	0.9	21	i
O=C(CSc1ncn[nH]1)Nc1cccc2ccccc12	i	i	i	i	i	i	i	i	-1.6	17	i
COc1ccc(-c2cc(C(=O)NCC(C)C)no2)cc1	i	i	i	i	i	i	i	i	3.4	19	i
COc1cc(C(C[N+](=O)[O-])c2c(C)[nH]c3ccccc23)ccc1O (stereo not given)	i	nt	i	i	i	i	i	i	-1.0	9	i
Cc1cccc2c(N)c3c(nc12)N(C)CC3	i	i	i	i	i	-5.5*	i	i	-0.1	18	i
O=C(Cc1ccccc1)Nc1ccc(NC(=S)NC(=O)c2ccccc2)cc1	i	i	i	i	i	i	i	i	0.5	16	i
Cc1c(-c2nc(-c3ccncc3)no2)cccc1[N+](=O)[O-]	i	i	i	i	i	i	i	i	1.5	14	i
O=C1C(C23CC4CC(CC(C4)C2)C3)C(=O)N(c2ccccc2)N1c1ccccc1	i	i	i	i	i	i	i	i	-0.1	23	i
Cc1cc(Cl)ccc1C(=O)C1CCCN(C(=O)c2cnsn2)C1 (stereo not given)	i	i	i	i	i	-6.7*	i	i	-0.1	0	i
NC(=O)c1cc2ccccc2o/c1=N/NC(=O)c1cccc(Cl)c1	i	i	i	i	i	i	i	i	1.3	14	i
O=C(NCCNc1ccc([N+](=O)[O-])cc1C(F)(F)F)c1cccc(F)c1	i	i	i	i	i	i	i	i	-0.8	22	i
O=C(Nc1ccc(S(=O)(=O)N2CCOCC2)cc1)c1ccc(S(=O)(=O)N2CCOCC2)cc1	i	i	i	i	i	i	i	i	-38	28	i
CCn1nc(C)c(CN2CCC(C(=O)Nc3cccc(-c4cccc(F)c4)c3)CC2)c1C	i	i	i	i	i	i	i	i	-0.1	13	i
COC(=O)c1sccc1NC(=O)c1ccc(Cl)s1	i	i	i	i	i	i	i	i	-0.1	-1	i
O=C(O)c1cccc2c3c([nH]c12)CCCC3	i	i	i	i	i	i	i	i	-0.6	26	i
O=C(Oc1ccc(C(=S)N2CCOCC2)cc1)c1ccc([N+](=O)[O-])cc1[N+](=O)[O-]	i	i	i	i	i	i	i	i	0.2	19	i
O=C(NCN1CCN(c2ccccc2)CC1)c1cnccn1	i	i	i	i	i	i	i	i	-4.6	23	i
O=c1[nH]c2ccccc2nc1Cc1ccc(Cl)cc1	i	i	i	i	i	i	i	i	-0.3	-2	i
CC(C)(C)C1CCC(=NNC(=O)CC(=O)NCc2ccccc2)CC1 (stereo not given)	i	i	i	i	i	i	i	i	-0.1	-10	i
CNC(=O)CN(c1cccc(Br)c1)S(C)(=O)=O	i	i	i	i	i	i	i	i	0.9	9	i
Cc1ccc(C)c(NS(=O)(=O)c2cc(C(=O)NCCC3=CCCCC3)ccc2C)c1	i	i	i	i	i	i	i	i	-0.3	13	i
O=C(CN1CCC(NC(=O)c2cccc(F)c2)CC1)NCc1ccccc1F	i	i	i	i	i	i	i	i	-0.5	11	i
Cn1nccc1NC(=O)Nc1cccc(Cl)c1	i	i	i	i	i	i	i	i	-0.4	17	i
Cc1cc(C(=O)COC(=O)c2ccncc2)c(C)n1Cc1ccco1	i	i	i	i	i	i	i	i	2.6	nt	i
CN1C(=O)C(O)(CC(=O)/C=C/c2ccco2)c2cc(Br)ccc21 (stereo not given)	i	i	i	i	i	i	i	i	0.0	11	i
COc1ccc(/C(N)=N/OC(=O)c2ccc3c(c2)OCO3)cc1	i	i	i	i	i	i	i	i	3.0	15	i
O=C(Nc1ccnn1C1CCN(CCCc2ccccc2)CC1)c1ccccc1	i	i	i	i	i	i	i	i	-0.1	-10	i
c1ccc(-n2ncc3c(NCCN4CCOCC4)ncnc32)cc1	i	i	i	i	i	i	i	i	3.3	9	i
CC1CCN(S(=O)(=O)c2ccc(NC(=O)CN3CCCC(C)C3)cc2)CC1 (stereo not given)	i	i	i	i	i	i	i	i	-0.2	13	i
CCOC(=O)/C(C#N)=C/c1ccc(OC(=O)c2ccco2)c(OCC)c1	i	i	i	i	i	i	i	i	0.2	11	i
Cc1cccc(C)c1NC(=O)C1c2ccccc2Oc2ccccc21	i	i	i	i	i	i	i	i	-0.1	11	i
CCC(CO)Nc1ncnc2c1cnn2-c1ccc(OC)cc1 (stereo not given)	i	i	i	i	i	i	i	i	1.4	21	i
Cc1c(C(=O)OCC(=O)N2c3ccccc3CC2C)oc2ccccc12 (stereo not given)	i	i	i	i	i	i	i	i	0.4	25	i
COc1ccc(N2C(=O)C(OC(C)=O)C2c2ccc(C)cc2)cc1 (stereo not given)	i	i	i	i	i	i	i	i	-0.7	-1	i
Nc1nc(N)c2sc3nc(C(F)(F)F)cc(C(F)(F)F)c3c2n1	i	i	i	i	i	i	i	i	-0.7	7	i
CCOC(=O)c1sc(NS(=O)(=O)c2ccc(F)cc2)nc1C	i	i	i	i	i	i	12*	i	-0.5	19	i
COc1cc(CN2CCNC(=O)C2CC(=O)NCCCN2CCOCC2)cc(OC)c1 (stereo not given)	i	i	i	i	i	i	i	i	0.1	17	i
Cc1cc(C)nc(N2C(=O)CC(C(=O)O)NC2=NCCc2c[nH]c3ccccc23)n1 (stereo not given)	i	i	i	i	i	i	i	i	-0.3	18	i
CN(C)c1ccc(N2C(=O)CSC2=S)cc1	i	i	i	i	i	i	i	i	0.1	8	i
CC1=C(C(=O)OCC(C)C)C2(O)C(=O)c3ccccc3C2(O)N1 (stereo not given)	i	i	i	i	i	i	i	i	-1.0	29	i
CCN(CC(=O)NC1CCCC1)S(=O)(=O)c1ccc(Br)cc1	i	i	i	i	i	i	i	i	-0.4	23	i
Cc1ccc(S(=O)(=O)NNC(=O)c2ccc(O)cc2)cc1	i	i	i	i	i	i	i	i	0.4	16	i
COCCNC(=O)C1(C)C=CC2(CCCCC2)N1C(=O)c1ccccc1 (stereo not given)	i	i	i	i	i	i	i	i	-1.7	19	i
CC1(C)Cc2c(C#N)c(N)sc(=S)c2CS1	i	i	i	i	i	i	i	i	-0.1	16	i
CCCn1c(SCC(=O)Nc2c(C)cccc2CC)nnc1C(C)C	i	i	i	i	i	i	i	i	-0.5	0	i
Cn1cnc2cc(NCc3ccccc3Cl)ccc21	i	i	i	i	i	i	i	i	1.9	16	i
COc1ccc(Cc2noc(CN(C)CC3CCN(Cc4ccccc4)CC3)n2)cc1OC	i	i	i	i	i	i	i	i	-0.6	17	i
Clc1ccccc1C1SCC2Nc3ccccc3CN21 (stereo not given)	i	i	i	i	i	i	i	i	1.6	4	i
COc1ccc(NS(=O)(=O)c2cc(NC(=O)c3ccc(C)s3)ccc2N2CCOCC2)cc1	i	i	i	i	i	i	i	i	-0.9	11	i
Cc1cccn2c(=O)c(C=O)c(N3CCSCC3)nc12	i	i	i	i	i	i	i	i	0.6	6	i
CCN(CC)C(=S)SCC(=O)Nc1nc(=O)c2ccccc2s1	i	i	i	i	i	i	i	i	0.6	15	i
Cc1ccc(C)c(S(=O)(=O)Nc2ccc(S(=O)(=O)Nc3onc(C)c3C)cc2)c1	i	i	i	i	i	i	nt	nt	-0.1	9	nt
CCOc1ccc(NC(=O)CCNS(=O)(=O)c2ccc(Br)s2)cc1	i	i	i	i	i	i	i	i	1.5	4	i
CCn1c(SCC(=O)Nc2ccccc2N2CCCCC2)nc2c1c(=O)n(C)c(=O)n2C	i	i	i	i	i	i	i	i	-0.6	12	i
C[C@H](NC(=O)c1[nH]cnc1C(=O)Nc1ccc(CNC(=O)OC(C)(C)C)cc1)C(=O)OC(C)(C)C	i	i	i	i	nt	i	i	i	-0.4	3	i

(more compounds)
SMILES	TRPC6 act	PolyA inh	TRPC4 PAM	TRPC4 act	TRPC4 inh	TRPC6 inhibitor	MrgX1 allo act	MrgX1 agonist	HIF act	AI-2 QS modul	MrgX1 antagonist
Cc1ccn2cc(CCNC(=O)CC3CCCCC3)nc2c1	i	i	i	i	i	i	i	i	-0.1	10	i
CCCCCCc1ccc(N2C[C@H](Cc3ccccc3)[C@@H](CC(=O)NCc3ccc(OC)cc3)C2=O)cc1	i	i	i	i	i	i	i	i	0.8	23	i
CCOc1ccc(CN(C)CC(=O)NNC(=O)c2ccc(Cl)cc2)cc1OC	i	i	17*	i	i	i	i	i	0.4	27	i
Cc1ccc(CN2CCSc3ccc(C(=O)NCc4cccnc4)cc32)cc1	i	i	i	i	i	i	i	i	0.0	48	i

Source: PubChem
